Source: PubChem (several laboratories)
Fibroblast inh: blocks proliferation of human lung fibroblasts. 1.1% of 85,000 active. LL 47 human lung fibroblast viability, ATP luminescence; hits give low values. AID 719. viability, % at 10 µM;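 active means viability at or below 50% in the single dose screen; inactive means viability above 50%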;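 further: compound exposure lasted 72 h before the ATP readout; 100% = median luminescence of untreated cell-only wells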
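Material: human LL 47 lung fibroblast cells; quantity: 1,150 cells/well; medium: IMEM plus 15% FBS; doses: 0.1% DMSO in all compound wells; timing: overnight attachment after seeding, then 72 h compound exposure at 37 °C; detection: CellTiter-Glo luminescence; measure: % viability of median cell-only signal; controls: cell-only wells, no compound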
HUVEC inhibit: inhibitors of human endothelial cell proliferation; HUVEC proliferation, CellTiter-Glo luminescence, 72 h; hits give low values; viability, % at 10 µM (by protocol); 1.1% of 86,000 active;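 active means viability at or below 30%; inactive means viability above 30%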;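 further: 100% = median luminescence of DMSO-only cell control wells on each plate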
Mac1 fbg enh: enhancers of human CD11b/CD18 binding to fibrinogen; P05107+P11215; K562 CD11b/CD18 adhesion to fibrinogen, ATPlite luminescence; activation, % at 10 µM; 0.07% of 93,000 active; AID 1499;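 active means 10 µM primary screen giving 50% or more activity, confirmed by 40% or more on retest at that dose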; further: strong numbers were not always called active
Target sequence (P05107 whole entry, looked up, other chains not shown): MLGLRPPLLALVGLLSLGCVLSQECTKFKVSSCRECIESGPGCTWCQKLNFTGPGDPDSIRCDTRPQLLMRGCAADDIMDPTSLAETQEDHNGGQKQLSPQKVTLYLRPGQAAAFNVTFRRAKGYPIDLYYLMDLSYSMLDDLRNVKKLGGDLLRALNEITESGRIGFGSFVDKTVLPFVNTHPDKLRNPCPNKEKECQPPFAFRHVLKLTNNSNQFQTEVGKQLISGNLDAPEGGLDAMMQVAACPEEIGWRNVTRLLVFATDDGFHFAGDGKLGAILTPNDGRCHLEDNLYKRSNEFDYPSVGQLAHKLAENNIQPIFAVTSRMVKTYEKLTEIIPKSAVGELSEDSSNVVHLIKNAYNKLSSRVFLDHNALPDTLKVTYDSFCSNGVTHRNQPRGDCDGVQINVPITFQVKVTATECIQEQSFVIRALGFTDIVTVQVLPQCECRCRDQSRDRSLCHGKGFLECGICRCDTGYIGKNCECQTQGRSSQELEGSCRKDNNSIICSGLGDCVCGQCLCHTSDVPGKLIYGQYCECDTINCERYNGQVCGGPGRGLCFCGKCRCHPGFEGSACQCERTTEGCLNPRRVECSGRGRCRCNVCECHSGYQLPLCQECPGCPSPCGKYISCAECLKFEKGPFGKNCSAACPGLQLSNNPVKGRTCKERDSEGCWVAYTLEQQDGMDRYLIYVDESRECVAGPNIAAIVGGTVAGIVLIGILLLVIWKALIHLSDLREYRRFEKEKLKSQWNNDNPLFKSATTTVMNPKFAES
CYP2C19 act: cytochrome P450 2C19 (human) activation. P33261. recombinant CYP2C19, luciferin-H EGE luminescence; hits give high values; 0 = fully inhibited enzyme, 1 = untreated enzyme. activation factor at 5 µM. 96,000 tested, under 10 active. AID 1025;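 active means activation factor of at least 2 at 5 µM in the primary screen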;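 further: 0 = wells with 2.5 mM tranylcypromine and 1 = vehicle-only wells; values of inactives mirror those of a sister screen read the other way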
ERa SRC1 inh: blocks coactivator binding to human estrogen receptor alpha. TR-FRET ER-alpha LBD / SRC-1 peptide, estradiol-bound. inhibition, % at 25.6 µM. 1.7% of 86,000 active. AID 629; in the data active means inhibition above about 50%;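 further: 0% = receptor plus peptide control and 100% = peptide only without receptor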
Mac1 fbg inh: CD11b/CD18-fibrinogen binding inhibition; P05107+P11215; K562 CD11b/CD18 adhesion to fibrinogen, ATPlite luminescence; Mn2+ added to activate the integrin; inhibition, % at 10 µM; 0.54% of 93,000 active; AID 1497;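 active means primary inhibition of 50% or more at 10 µM, then 40% or more on retest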; further: some results filed as inactive read as strong as hits
ERa coact pot: ER-alpha (human) coactivator binding potentiation. TR-FRET ERalpha-LBD/SRC-Cy5 coactivator binding, 2 h; 100 = basal binding, no effect. coactivator binding (% of control), % at 25.6 µM. 1.3% of 86,000 active; in the data active means activity above about 200%;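 further: binding measured in presence of low estradiol as agonist stimulus; 0% = peptide alone without receptor and 100% = receptor with peptide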
H69AR inhibit: growth inhibitors of human H69AR lung tumor cells; H69AR lung tumor viability, ATP luminescence, 72 h; hits give low values; viability, % at 10 µM; 6% of 85,000 active;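 active means viability at or below 40%; inactive means viability above 40%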;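 further: multidrug resistant small cell line overexpressing MRP-1 efflux transporter; 100% = mean luminescence of untreated control wells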
CYP2C19 inh: inhibitors of human CYP2C19; CYP2C19 Supersomes, luciferin-H EGE luminescence, 30 min; inhibition, % at 5 µM; 21% of 96,000 active;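 active means CYP2C19 inhibition above a set limit at 5 µM in the primary screen, cut at about 50% in these data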;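 further: plate controls were negative control wells for no effect and 2.5 mM tranylcypromine positive control for full effect; values of inactives mirror those of a sister screen read the other way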
The depositor's hits bear a star; . = not tested or not shown; [ ] = remark or other dose.

The opening three compounds, to show the layout:
molecule,CYP2C19 act,H69AR inhibit,ERa SRC1 inh,CYP2C19 inh,ERa coact pot,Mac1 fbg enh,Fibroblast inh,HUVEC inhibit,Mac1 fbg inh
COc1cc(/C=N\NC(=O)C2C(=O)NCC2c2ccccc2)cc(OC)c1O (stereo not drawn),1.1,.,.,-9,.,19,.,.,-4
COc1ccc(OC)c2sc(N3CCCCC3)nc12,0.8,80,-2,15,112,2,46*,94,-14
CC(=O)N(CN1C(=O)c2ccccc2C1=O)c1ccccc1,0.4,82,3,59*,104,1,96,96,-20

The list itself, from the start:
molecule,CYP2C19 act,H69AR inhibit,ERa SRC1 inh,CYP2C19 inh,ERa coact pot,Mac1 fbg enh,Fibroblast inh,HUVEC inhibit,Mac1 fbg inh
COc1cc(/C=N\NC(=O)C2C(=O)NCC2c2ccccc2)cc(OC)c1O (stereo not drawn),1.1,.,.,-9,.,19,.,.,-4
COc1ccc(OC)c2sc(N3CCCCC3)nc12,0.8,80,-2,15,112,2,46*,94,-14
CC(=O)N(CN1C(=O)c2ccccc2C1=O)c1ccccc1,0.4,82,3,59*,104,1,96,96,-20
O=C(O)c1cscn1,1.1,92,-3,-13,85,-1,94,97,-3
FC(F)(F)c1nc2nncn2c2c1CCCCC2,0.9,103,2[fluorescence artefact?],6,112,0,105,106,-35
N#CCCn1nc(-c2ccccc2)cc1-n1c(C(F)(F)F)nc2ccccc21,0.1,92,-17,87*,91,0,89,81,11
O=C(CNS(=O)(=O)c1ccc(Br)s1)NCC1COc2ccccc2O1 (stereo not drawn),0.8,80,1,22,113,1,80,86,-9
CCOC(=O)N1CCC(NC(=O)C(NC(=O)C2CCCCC2)C(C)C)CC1 (stereo not drawn),1,95,-13,-3,121,-4,90,95,1
COC(=O)/C(=C\Nc1ccccc1)NC(=O)c1ccc(Cl)cc1Cl,0.5,95,-7,49,100,-1,97,94,-5
CC(C)NC(=O)c1ccccc1-c1nc(-c2ccccc2Cl)no1,0.8,85,-3,17,109,-6,96,102,-2

molecule,CYP2C19 act,H69AR inhibit,ERa SRC1 inh,CYP2C19 inh,ERa coact pot,Mac1 fbg enh,Fibroblast inh,HUVEC inhibit,Mac1 fbg inh
CCOC(=O)c1ccc(NC(=O)CSc2nc3c(c(=O)n2C)SC(C)C3)cc1 (stereo not drawn),0.5,87,5,46,105[fluorescence artefact?],-5,91,105,34
CN(C)/C=N/c1sc2c(c1C#N)CCC2,0.3,88,-1,67*,105,2,102,96,0
Cc1ccc(S(=O)(=O)Oc2ccc(/C=N/NC(=O)c3c(Cl)cnn3C)cc2)cc1,.,79,-8,.,106,.,94,89,.
CCOc1ccc(C(=O)Nc2ccc(S(=O)(=O)N3CCOCC3)cc2)cc1OCC,1.1,55,0,-7,117,6,92,94,8
N/C(=N\OC(=O)CCc1ccccc1)c1cccc(Br)c1,1,.,.,-3,.,-3,.,.,-10
O=c1c2c(n3nnnc3n1Cc1ccccc1)-c1ccccc1CC21CCCC1,0.7,71,-7,34,111,2,94,102,6
CN(C)Cc1c(O)ccc2occ(C(=O)c3ccccc3)c12,1.1,96,-8,-9,117,-6,96,89,-2
CCCOc1ncnc2c1[nH]c1ccccc12,0.8,.,.,22,.,-8,.,.,33
COc1cc([C@H]2[C@@H]3CCCC[C@]3(O)CCN2Cc2ccccc2F)ccc1O,0.2,100,4,83*,111,0,93,95,-9
COC(=O)C(C)Sc1nnc(Cc2cc(=O)[nH]c(=O)[nH]2)n1-c1cccc(OC)c1 (stereo not drawn),1.2,98,-5,-20,116,1,97,112,-7

molecule,CYP2C19 act,H69AR inhibit,ERa SRC1 inh,CYP2C19 inh,ERa coact pot,Mac1 fbg enh,Fibroblast inh,HUVEC inhibit,Mac1 fbg inh
CC(C)(C)C(=O)Nc1nc2c(s1)COc1ccccc1-2,0.6,76,-11[fluorescence artefact?],39,118[fluorescence artefact?],3,104,101,0
COc1ccc(N2CCN(C(=O)CCCSc3nc4ccccc4[nH]3)CC2)cc1,0.6,78,-6,41,109,-5,94,91,6
CCC(Sc1nc2ccc(N)cc2s1)C(=O)Nc1nccs1 (stereo not drawn),0.2,58,-9[fluorescence artefact?],77*,68[fluorescence artefact?],-7,97,86,-1
Cc1[nH]c(=O)[nH]c(=O)c1S(=O)(=O)N1CCN(c2cccc(Cl)c2)CC1,0.6,89,5[fluorescence artefact?],37,108,1,103,96,-15
CC(C)CCNC(=O)C(NS(=O)(=O)c1ccc2c(c1)c(=O)n(C)c(=O)n2C)c1ccccc1 (stereo not drawn),1.2,83,43[fluorescence artefact?],-17,85[fluorescence artefact?],-2,95,85,-3
CCCC(=O)Nc1ccc(C(=O)Nc2nc(CC(=O)OCC)cs2)cc1,0.7,90,3,27,96,-7,102,108,-6
CCOc1ccc(C)cc1S(=O)(=O)Nc1ccc(Cl)cn1,1,89,-8,4,113,1,98,84,-10
N#Cc1c(C(F)(F)F)cc(-c2cccc(Cl)c2)[nH]c1=O,1.1,.,.,-8,.,-12,.,.,106*
CC(=O)c1ccccc1OCCCN1CCCCC1,1,97,0[fluorescence artefact?],3,93,-2,107,101,10
CCOC(=O)c1cc(C)n(Cc2ccc(OCC)c(OC)c2)c1C,0.8,89,3,15,100,-1,85,94,5

molecule,CYP2C19 act,H69AR inhibit,ERa SRC1 inh,CYP2C19 inh,ERa coact pot,Mac1 fbg enh,Fibroblast inh,HUVEC inhibit,Mac1 fbg inh
CC(C)OC(=O)NCCOC(=O)Nc1ccc(Cl)c(Cl)c1,.,95,-3,.,101,.,99,95,.
CCN(CC)C(=O)C(C)OC(=O)COc1ccc(Cl)cc1C (stereo not drawn),0.6,96,37,40,79,0,102,89,-6
CCOC(=O)c1ccc(N2C(=O)C3C(C2=O)C(C(=O)c2ccc(Cl)cc2)N2CCCC32)cc1 (stereo not drawn),0.8,90,0,22,125[fluorescence artefact?],39,93,94,-1
Cn1cnc(S(=O)(=O)N2CCc3ccccc32)c1,1,95,2,-4,107,-2,.,85,-9
CCOC(=O)c1ccc(-c2cccc(C(F)(F)F)c2)nc1C,0.9,.,.,10,.,0,.,.,-16
O=C(c1ccco1)N(CC1CCCO1)c1nc(-c2ccccc2)cs1 (stereo not drawn),0.1,44,8,87*,73[fluorescence artefact?],10,89,90,1
COc1ccc(C(=O)NC2=C(C#N)CCC2)cc1OC,1.2,99,-9,-23,130[fluorescence artefact?],3,101,105,-10
CC(=Nc1cccc(O)c1)c1sc2ccccc2c1O,1,46,-21[fluorescence artefact?],-4,86[fluorescence artefact?],-1,72,68,0
Cc1cc(C)cc(Nc2ncc3c(n2)CCCC3=O)c1,0.9,85,4,8,119,1,105,97,-6
Cc1nc2sc3c(c2c(=O)o1)CCCC3,1,87,-4,-1,96,-3,99,97,-16

molecule,CYP2C19 act,H69AR inhibit,ERa SRC1 inh,CYP2C19 inh,ERa coact pot,Mac1 fbg enh,Fibroblast inh,HUVEC inhibit,Mac1 fbg inh
O=C1C2CCCN2C(c2cccc(F)c2)N1c1cccc(Cl)c1 (stereo not drawn),0.6,102,1,36,102,-2,97,101,-19
Cc1ccc(SCCNS(C)(=O)=O)cc1,0.8,104,-7,19,95[fluorescence artefact?],-2,105,106,6
C=CCn1c(NC(=O)CC)c(C(=O)OCC)sc1=S,0.5,75,-9,52*,100,-5,89,83,-16
CS(=O)(=O)N1Cc2ccccc2CC1C(=O)Nc1ccccc1C(N)=O (stereo not drawn),0.9,.,.,5,.,-1,.,.,6
CCN(CC)c1nc2ccccc2c(N)c1-c1ccccc1,0.6,39*,39,37,55,-1,92,78,8
CCCN1C2=C(C(=O)CC(C)(C)C2)C(c2ccc(F)cc2)C2=C1c1ccccc1C2=O (stereo not drawn),1.1,70,9,-14,81[fluorescence artefact?],0,86,69,-14
Fc1ccccc1-c1nnc2c3ccccc3nc(N3CCOCC3)n12,0.8,.,.,18,.,4,.,.,3
CCOC(=O)CSC1=C(C#N)C(c2ccc(Cl)cc2)C(C(=O)OC)C(=O)N1 (stereo not drawn),0.6,75,-5,40,125,1,99,99,2
COc1ccccc1NC(=O)COc1ccc(CO)cc1Cl,0,88,-29,97*,104,-2,114,81,-6
CN(C(=O)NC(=O)C1=C(N2CCOCC2)/C(=C/c2ccccc2)CC1)S(C)(=O)=O,0.8,82,4,19,124,5,102,102,-15

molecule,CYP2C19 act,H69AR inhibit,ERa SRC1 inh,CYP2C19 inh,ERa coact pot,Mac1 fbg enh,Fibroblast inh,HUVEC inhibit,Mac1 fbg inh
Cc1ccc(S(=O)(=O)Cc2ccc(C(=O)NCCCN3CCCC3=O)o2)cc1,1,65,-3,2,92,-3,96,101,-25
CCC(CC)C(=O)Nc1nc(-c2ccc3c(c2)CCN3C(=O)C2CC2)c(C)s1,0.7,.,.,33,.,-4,.,.,9
COC(=O)c1cc2nc(-c3ccc(OC)cc3)cc(C(F)(F)F)n2n1,1,102,8,-1,133,7,107,103,5
CC(CN1CCN(C)CC1)OC(=O)c1ccc(Cl)cc1Cl (stereo not drawn),0.8,107,7,19,90,6,105,101,-6
CCn1cc(C(=O)NCc2ccccn2)c(=O)c2cc(F)c(N3CCN(C)CC3)cc21,1,72,5[fluorescence artefact?],-5,104,2,102,100,-2
Cc1ccc(SCC(=O)c2sc(-c3ccccc3)nc2C)cc1,0.4,.,.,61*,.,4,.,.,17
CC(=O)C1=NN(c2ccccc2)C2(S1)S/C(=C\c1ccccc1)C(=O)N2c1ccccc1 (stereo not drawn),1.1,.,.,-15,.,-2,.,.,0
Cc1ccc(NC(=O)CCn2nc(C)cc2C)cc1,0.3,97,19,74*,109,1,112,101,-37
CNc1sc(C(=O)c2cccs2)c(N)c1-c1nc2ccccc2s1,0.7,63,28,29,73[fluorescence artefact?],22,83,60,2
Cc1ccc(C2NC(=O)Cc3ccccc32)cc1 (stereo not drawn),0.3,90,6[fluorescence artefact?],65*,107[fluorescence artefact?],0,88,102,9
CSc1ccccc1NC(=O)CSCc1ccccc1Br,0.8,.,.,19,.,-3,.,.,-8
CCSc1nc2c([nH]c3ccccc32)c(=O)n1C,0.9,88,11,7,101,-3,93,55,-14
